MITF TRPM1 HTS: increases MITF-driven TRPM1 promoter luciferase signal | SK-MEL-5 TRPM1-promoter luciferase, 24 h; % of positive control, neutral wells = 0 | activation, % at 12.5 µM | actives 0.75% (n = 300,000);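 active = mean activation of at least 80% with every replicate also reaching 80%; inconclusive = mean reaches 80% but some replicate falls short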;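 also: 0% = neutral control wells and 100% = parthenolide positive control wells; values of inactives mirror those of a sister screen read the other way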
Tat transport: blocks Tat-dependent protein export in E. coli; AID 488895; inhibition, % at 10 µM; actives 0.036% (n = 340,000); E. coli MC4100 TorA-mCherry Tat export, fluorescence;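 active = mean replicate inhibition at least 50% and at least half of replicates individually reaching 50%; inconclusive = only one of the two criteria met; inactive = neither criterion met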;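 also: exported cargo escapes ClpAP degradation while cytoplasmic cargo is degraded and loses fluorescence; 0% = median of neutral control wells and 100% = median of NaSCN control wells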
Ecoli viability: counter-screen for AddAB inhibitors: E. coli growth inhibition | E. coli V3065 growth, OD600 absorbance, 18 h | inhibition, % at 11.9 µM | actives 0.27% (n = 330,000) | AID 449728;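 active = inhibition above the campaign's mean inhibition across all tested compounds plus 3 SD, cut at about 9.9% in these data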;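 also: uninfected addAB+ strain grown without phage in ampicillin broth; 0% = DMSO wells and 100% = ciprofloxacin 0.95 µg/ml wells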
AddAB inh: less growth of phage-infected E. coli with AddAB. E. coli expressing H. pylori AddAB, absorbance growth. inhibition, % at 11.9 µM. actives 0.29% (n = 330,000); in the data active = inhibition above about 12%;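 also: 0% = vehicle wells of infected cells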
Wnt bcat act: Wnt/beta-catenin pathway activation; activation, % at 9.35 µM; actives 1.2% (n = 300,000); Wnt/beta-catenin reporter cell assay, activator, plate reader; AID 743398; in the data active = activation above about 30%, passing the limit was not always enough; inconclusive = no clear call, values can overlap the other calls;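 also: 0% = neutral control wells and 100% = positive control wells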
phage Ecoli inh: E. coli growth loss with phage present; growth absorbance; inhibition, % at 11.9 µM; actives 0.26% (n = 360,000); in the data active = inhibition above about 11%
SR-BI uptake up: activators of SR-BI mediated HDL lipid uptake; CHO ldlA[mSR-BI] cells, DiI-HDL uptake fluorescence, 3 h; 100 = double the neutral-control signal; AID 504775; activation, % at 12.5 µM; actives 0.096% (n = 320,000);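 active = mean replicate activation of at least 60% and every replicate at or above 60%; inconclusive = mean or all-replicate condition met, but not both; inactive = mean below 60% and not all replicates reaching 60%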;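 also: 0% = median plate neutral-control signal and 100% = twice that signal; values of inactives mirror those of a sister screen read the other way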
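Assay system: CHO ldlA[mSR-BI] cells, LDL receptor-null, SR-BI overexpressing; medium: Ham's F12 with 0.5% BSA, HEPES 25 mM, pH 7.4; also added: DiI-HDL 10 µg/mL; timing: 3 h uptake period with compound, 37 °C; signal: DiI fluorescence, bottom read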
CAL PDZ FP-1: blocks peptide binding to the human CAL PDZ domain. purified CAL PDZ, TMR-peptide fluorescence polarization, 1 h. inhibition, % at 24.9 µM. actives 0.92% (n = 300,000). AID 602252;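 active = mean inhibition of at least 30% with at least half of replicates also reaching 30%; inconclusive = no clear call, values can overlap the other calls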;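 also: 0% = DMSO neutral control and 100% = excess unlabeled competitor peptide PRC23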
CAL PDZ FP-2: inhibitors of human CAL PDZ peptide binding; purified CAL PDZ, TMR-peptide fluorescence polarization, 1 h; inhibition, % at 20 µM; actives 0.02% (n = 330,000); AID 504414;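 active = highest replicate inhibition of at least 40%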;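 also: plate controls were DMSO neutral control wells for no effect and unlabeled competitor peptide control wells for full effect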
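Material – purified CerCALP PDZ construct · Detection – FP readout, S and P plane fluorescence · Measure – percent inhibition from loss of millipolarization · Controls – unlabelled peptide for full inhibition, DMSO wells as neutral · Probe or stimulus – TMR-labelled reporter peptide T*-PRC34 bound in PDZ groove · Times – 1 h at RT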
SR-BI HDL uptake: blocks mouse SR-BI lipid uptake from DiI-HDL; Q61009; ldlA[mSR-BI] CHO cells, DiI-HDL uptake fluorescence, 3 h; inhibition, % at 12.5 µM; actives 0.96% (n = 320,000); AID 488896;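 active = mean replicate inhibition of at least 70% and a set share of replicates each scoring 70 or more; inconclusive = meets just one of the two criteria; inactive = fails both criteria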;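 also: 0% = median of neutral control wells and 100% = median of positive control wells; values of inactives mirror those of a sister screen read the other way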
Target sequence (Q61009 whole entry, looked up): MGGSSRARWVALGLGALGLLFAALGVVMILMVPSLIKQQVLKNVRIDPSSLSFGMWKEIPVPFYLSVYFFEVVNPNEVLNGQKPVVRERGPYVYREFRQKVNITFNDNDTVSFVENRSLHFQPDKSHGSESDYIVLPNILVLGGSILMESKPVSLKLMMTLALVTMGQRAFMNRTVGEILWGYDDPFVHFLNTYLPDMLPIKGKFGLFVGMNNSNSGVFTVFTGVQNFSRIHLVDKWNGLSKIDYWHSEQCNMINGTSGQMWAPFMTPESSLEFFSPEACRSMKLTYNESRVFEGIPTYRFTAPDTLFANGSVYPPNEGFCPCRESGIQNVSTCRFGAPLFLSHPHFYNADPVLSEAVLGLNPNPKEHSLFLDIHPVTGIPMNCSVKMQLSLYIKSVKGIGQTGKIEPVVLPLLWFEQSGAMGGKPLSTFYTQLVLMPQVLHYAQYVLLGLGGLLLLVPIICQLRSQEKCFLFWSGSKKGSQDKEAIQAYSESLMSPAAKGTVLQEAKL
The depositor's hits bear a star; ? = inconclusive; / = not tested or not shown.

SMILES	MITF TRPM1 HTS	Tat transport	Ecoli viability	AddAB inh	Wnt bcat act	phage Ecoli inh	SR-BI uptake up	CAL PDZ FP-1	CAL PDZ FP-2	SR-BI HDL uptake
Cc1ccc(C)c(S(=O)(=O)Nc2ccc(C(=O)NCC(c3ccco3)N3CCCCC3)cc2)c1 (centres undefined)	7	-3	-0.1	3.1	0	0.8	14	-26	0.2	-14
NC(=O)CC(NC(=O)Cc1cccc2ccccc12)c1ccc(N2CCCCCCC2)c([N+](=O)[O-])c1 (centres undefined)	4	7	-0.7	2.6	-9	-1.3	-4	-4	-1.0	4
Cc1cc(=O)[nH]c(SCc2cccc3cccnc23)n1	3	1	0.8	5.6	3	3.0	-7	0	-5.2	7
CCOc1ccc(-n2cc(-c3ccc(OC)c(OC)c3)[nH]c2=S)cc1	-8	4	1.5	1.7	5	-0.5	/	8	-2.5	/
O=C(c1ccccc1)c1ccc(C(=O)N2CCCC(C(F)(F)F)C2)cc1 (centres undefined)	4	-9	0.6	0.9	-10	0.6	1	-2	-0.6	-1
COc1ccc2cc(C#N)c(N3CCOCC3)nc2c1	/	-4	-2.1	3.0	0	1.9	-15	/	-2.1	15
O=C(Nc1ccc2ccccc2c1)c1cnccn1	30	5	-0.7	2.1	?	3.3	-10	-2	/	10
O=C(N/N=C/c1ccccc1)c1n[nH]c2c1CCCC2	8	1	-0.8	4.7	9	2.2	-14	0	-0.4	14
O=S(=O)(NCCNS(=O)(=O)c1cccs1)c1cccs1	-15	0	-1.5	3.0	/	-1.4	10	2	0.2	-10
Cc1ccccc1N1CC(C(=O)Nc2ccc(S(=O)(=O)NCC3CCCO3)cc2)CC1=O (centres undefined)	-1	-4	2.5	4.3	1	2.5	15	0	-2.5	-15
O=C(C1CCCN(S(=O)(=O)c2cccc3nsnc23)C1)N1CCCCCC1 (centres undefined)	-3	-7	3.9	2.4	0	1.0	5	-1	-0.6	-5
CCCCn1c2nc3ccccc3nc2c2c(=O)n(CC(C)C)cnc21	8	-2	/	/	0	-3.7	-19	-2	0.6	19
CCN(C(=O)COC(=O)CCCOc1ccccc1)c1c(N)n(Cc2ccccc2)c(=O)[nH]c1=O	2	2	1.1	-0.2	-4	-0.6	11	0	0.2	-11
CCOc1ccc(C(=O)N2CCn3c2nc2ccccc23)cc1	18	3	-1.1	-0.9	0	2.7	7	-3	-0.4	-7
CCOc1ccc(Cl)cc1S(=O)(=O)N1CCC(C(=O)N2CCCC2)CC1	5	5	0.3	2.4	0	-0.2	-12	-2	-1.9	12

Compound profiles, as listed above.
Listed for CCOc1ccc(C(=O)N2CCn3c2nc2ccccc23)cc1 = MITF TRPM1 HTS: 18; Tat transport: 3; Ecoli viability: -1.1; AddAB inh: -0.9; Wnt bcat act: 0; phage Ecoli inh: 2.7; SR-BI uptake up: 7; CAL PDZ FP-1: -3; CAL PDZ FP-2: -0.4; SR-BI HDL uptake: -7
Listed for COc1ccc2cc(C#N)c(N3CCOCC3)nc2c1 = MITF TRPM1 HTS: /; Tat transport: -4; Ecoli viability: -2.1; AddAB inh: 3.0; Wnt bcat act: 0; phage Ecoli inh: 1.9; SR-BI uptake up: -15; CAL PDZ FP-1: /; CAL PDZ FP-2: -2.1; SR-BI HDL uptake: 15

Continued:
SMILES	MITF TRPM1 HTS	Tat transport	Ecoli viability	AddAB inh	Wnt bcat act	phage Ecoli inh	SR-BI uptake up	CAL PDZ FP-1	CAL PDZ FP-2	SR-BI HDL uptake
CCOc1ccc(NC(=O)CCNc2c(N3CCCC3)c(=O)c2=O)cc1	7	-4	-1.8	0.4	/	0.6	19	-6	-1.0	-19
COc1cc2[nH]c(=S)n(NC(=O)c3ccccc3)c(=O)c2cc1OC	-13	-1	-0.1	0.8	-3	3.0	32	-4	0.1	-32
O=S(=O)(N/N=C\c1ccc(-c2ccccc2Cl)o1)c1ccccc1	-12	0	-1.2	0.0	/	2.1	-17	-7	-1.8	17
COc1ccccc1N(C)S(=O)(=O)c1ccc(C(=O)OCC(=O)N2CCC2)cc1	-11	-1	0.7	4.7	-2	3.4	-9	-1	0.5	9
Cc1ccc2[nH]c(=O)c(CN(CC3CCCO3)C(=S)Nc3ccccc3)cc2c1 (centres undefined)	-16	-1	-1.2	2.0	-5	2.8	-4	-1	-1.8	4
CCN(CC)c1ccc(C(=O)N2CCN(Cc3ccccc3)CC2)cc1	2	2	-0.5	-0.5	0	3.9	-24	3	-1.5	24
COc1ccc(C(=O)NCc2nnc(SCC(=O)Nc3cccc(F)c3)o2)cc1	1	-2	-3.8	2.5	/	1.4	-37	-3	-2.4	37
CC1CCCCN1C(=O)c1ccc(Br)o1 (centres undefined)	5	4	-0.2	0.9	8	-1.5	-27	1	-1.9	27
C=CCn1c(SCC(=O)N2CCc3ccccc3C2)nc2sc(C)cc2c1=O	-15	9	1.9	0.3	0	1.4	-8	0	-2.7	8
CC(C)CC(NC(=O)C(CC(C)C)NC(=O)OC(C)(C)C)C(=O)O (centres undefined)	8	4	1.4	5.8	/	1.7	-2	-5	1.1	2
Cc1ccc(N2CC(C(=O)NNC(=O)c3ccc(F)cc3)CC2=O)cc1 (centres undefined)	6	24	-2.5	2.0	-3	3.4	4	/	-0.3	-4
COCCCN1C(=O)C(=O)/C(=C(/O)c2ccc(OC)cc2)C1c1ccc(O)c(OC)c1 (centres undefined)	-6	4	0.2	0.1	/	2.3	15	-2	0.5	-15
O=C1C=C(c2cc3ccccc3s2)C[C@@H](c2ccc(Cl)cc2)C1	21	-1	2.3	0.9	-1	1.0	-11	-5	1.1	11
O=C(CCSc1nc(-c2ccco2)cc(C(F)(F)F)n1)NCc1cccs1	-7	-4	-0.5	1.5	/	1.1	-27	-3	-1.0	27
CCCC1Cc2nc(N3CCCCC3)c(C#N)cc2CO1 (centres undefined)	4	4	-1.0	1.8	-3	/	-7	/	0.2	7

A different layout for five compounds above:
Order of values: MITF TRPM1 HTS	Tat transport	Ecoli viability	AddAB inh	Wnt bcat act	phage Ecoli inh	SR-BI uptake up	CAL PDZ FP-1	CAL PDZ FP-2	SR-BI HDL uptake
> CC(C)CC(NC(=O)C(CC(C)C)NC(=O)OC(C)(C)C)C(=O)O (centres undefined)
  8	4	1.4	5.8	/	1.7	-2	-5	1.1	2
> Cc1ccc(N2CC(C(=O)NNC(=O)c3ccc(F)cc3)CC2=O)cc1 (centres undefined)
  6	24	-2.5	2.0	-3	3.4	4	/	-0.3	-4
> COCCCN1C(=O)C(=O)/C(=C(/O)c2ccc(OC)cc2)C1c1ccc(O)c(OC)c1 (centres undefined)
  -6	4	0.2	0.1	/	2.3	15	-2	0.5	-15
> O=C1C=C(c2cc3ccccc3s2)C[C@@H](c2ccc(Cl)cc2)C1
  21	-1	2.3	0.9	-1	1.0	-11	-5	1.1	11
> O=C(CCSc1nc(-c2ccco2)cc(C(F)(F)F)n1)NCc1cccs1
  -7	-4	-0.5	1.5	/	1.1	-27	-3	-1.0	27

Remaining list, next part:
SMILES	MITF TRPM1 HTS	Tat transport	Ecoli viability	AddAB inh	Wnt bcat act	phage Ecoli inh	SR-BI uptake up	CAL PDZ FP-1	CAL PDZ FP-2	SR-BI HDL uptake
CCSc1nc(O)c(CC)c(=O)n1C(C)CC (centres undefined)	-11	6	0.1	1.2	/	1.8	20	/	-2.9	-20
COC(=O)C[N+](C)(C)CC#Cc1ccccc1	15	-8	0.3	5.8	-1	3.4	-3	0	-2.6	3
CN(C)Cc1c(C(=O)N/N=C/c2ccoc2)nnn1-c1nonc1N	4	6	-2.2	3.5	-2	2.3	-2	-2	-0.5	2
COc1cc(/C=C/C(=O)OCC(=O)c2ccc3c(c2)NC(=O)CO3)ccc1OC(F)F	1	-2	0.7	0.9	-14	3.0	21	/	0.2	-21
COC(=O)C(=Nc1ccccc1)/C(C(=O)C(=O)N(C)c1ccccc1)=C(\O)c1ccc(Cl)cc1	5	-1	0.6	2.3	12	2.1	22	-4	1.2	-22
CCC1CCCCN1Cc1ccc(CNS(=O)(=O)c2ccc3c(c2)oc(=O)n3C)o1 (centres undefined)	/	-3	-1.6	0.7	20	1.7	24	-3	-0.4	-24
CCOC(=O)C1CCN(C(=O)COC(=O)CNC(=O)c2sc3ccccc3c2Cl)CC1	-1	2	0.5	3.9	-2	0.8	9	/	-1.4	-9
Cc1cccc(Nc2c3c(nc4ccccc24)CCC3)c1	/	11	0.7	2.6	-1	1.0	-13	-1	-0.1	13
COc1ccc(/C=C/C(=O)Oc2ccc(C)c(C)c2)cc1OC	12	14	-1.1	3.1	-7	3.1	-3	-1	-2.3	3
O=C(OCC#CCSc1nnc(-c2ccc(Br)cc2)o1)c1cccs1	18	7	2.0	3.1	-2	2.8	11	-1	-0.4	-11
O=C(CSc1nc(=O)n2cc(Cl)ccc2n1)NCCc1ccccc1	1	3	0.3	1.5	0	-2.4	11	-2	0.4	-11
Cc1c(C(=O)N(CCO)Cc2ccccc2)oc2c(F)cccc12	/	3	0.3	-0.1	4	0.0	0	-3	-0.6	0
Cc1cc(C)nc(NC(=O)CSc2nc3cc(Cl)ccc3s2)n1	-3	-1	0.5	3.2	/	1.0	-1	-3	0.8	1
Cc1ccc(OCCN2CCOCC2)cc1C	/	1	-0.7	2.0	3	1.7	31	-1	0.5	-31
O=C(CCN=C1NS(=O)(=O)c2ccccc21)OCc1cccc(Cl)c1	6	-6	1.6	0.2	2	2.5	-1	2	-2.4	1
O=C(NCc1ccco1)c1nc2c(nnn2Cc2ccccc2Cl)c(=O)[nH]1	-72	-2	0.7	-0.1	-4	0.6	-3	13	-0.9	3
Cc1cc(C2(c3ccc(O)c(C)c3)OC(=O)c3ccccc32)ccc1O	9	4	-0.9	-0.4	-1	1.6	8	-3	-0.1	-8
CCOC(=O)c1ccc2nc(NC(C)=O)sc2c1	42	1	-0.9	2.9	46*	4.6	-20	-2	-2.0	20
COc1ccc(CCn2c(=O)c3cccnc3n(Cc3cccc([N+](=O)[O-])c3)c2=O)cc1OC	-10	-7	-1.2	0.1	3	2.9	-39	-2	-1.3	39
COc1cc(C=O)ccc1OCCSc1ccc(C)cc1	26	3	-5.0	-0.4	7	0.2	19	/	-1.6	-19
N#Cc1cccc(C(=O)Nc2ccccc2C(=O)NC2CC2)c1	-3	-10	/	/	-4	4.6	-16	-3	-0.4	16
FC(F)(F)c1nc2ccccc2nc1N/N=C/c1ccc(Cl)cc1	6	7	0.1	2.3	/	0.9	-11	/	-1.1	11
O=C(NCC1CCCN1S(=O)(=O)c1cccs1)c1cccc([N+](=O)[O-])c1 (centres undefined)	2	-5	0.9	-0.9	1	1.0	5	-4	0.3	-5
Cc1ccc(CS(=O)(=O)Cc2ccc(C(=O)NCC3CCCO3)o2)cc1 (centres undefined)	1	-1	0.8	-0.2	-7	3.1	3	-1	-2.6	-3
CCOC(=O)C1C(=O)NC(c2ccccc2)=NC1c1ccc(Cl)cc1 (centres undefined)	-5	2	-0.3	0.5	-7	3.0	1	/	-0.6	-1
